Screening data from PubChem.
DSG3 Ab inh = human desmoglein-3 autoantibody binding inhibition; actives 0.48% (n = 310,000); P32926; DSG3-coupled beads, scFv-anti-DSG3-GFP binding, flow cytometry; stronger effect = lower value; AID 588358; binding (percent of control), % at 10 µM;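 active = binding more than 3 SD below its plate's average and above zero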;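 also: hits lower antibody fragment binding to DSG3; some compounds called inactive have numbers as strong as hits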
MITF act = activators of MITF-driven TRPM1 promoter activity in SK-MEL-5 cells | activation, % at 12.5 µM | actives 0.75% (n = 300,000) | SK-MEL-5 TRPM1-promoter luciferase, 24 h; % of positive control, neutral wells = 0;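 active = mean activation of at least 80% with every replicate also reaching 80%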;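 also: 0% = neutral control wells and 100% = parthenolide positive control wells; values of inactives mirror those of a sister screen read the other way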
PKA-R2B activ = activators of human PKA-R2B complex | PKA-R2B holoenzyme dissociation, Cy5-IP20 fluorescence polarization; R2B truncated from residue 108, S112A mutant; 0% DMSO only, 100% 113 µM cGMP | P22694+P31323 | AID 504700 | actives 0.079% (n = 340,000) | activation, % at 11.4 µM;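 active = activation above a cutoff set at the mean over all compounds plus 3 SD, cut at about 18% in these data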;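 also: higher means more holoenzyme dissociation and a rise in polarization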
NSD2 HMT inh = blocks human histone methyltransferase NSD2; NSD2 peptide methylation, AlphaScreen, 120 min; inhibition, % at 12.5 µM; actives 0.54% (n = 310,000); AID 743445; in the data active = inhibition above about 50%
dFosB act = enhances mouse delta FosB homodimer DNA binding | P13346 | purified delta FosB, TAMRA-CDK5 oligo fluorescence polarization; percent of positive-control signal above neutral wells | activation, % at 25 µM | actives 0.99% (n = 340,000);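 active = mean activation above about 17%, with every replicate also reaching it, limit read from the data, passing the limit was not always enough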;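 also: fluorescence polarization rise as delta FosB binds a TAMRA Cdk5 AP-1 oligo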
PKA-R1A act = activates the PKA-R1A holoenzyme complex. activation, % at 11.4 µM. P00514+P68181. actives 0.083% (n = 340,000). PKA-R1A dissociation, Cy5-IP20 fluorescence polarization; scaled: DMSO 0%, 113 µM cGMP 100%;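 active = percent activation above the mean of all tested compounds plus 3 SD, cut at about 19% in these data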;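 also: higher means more PKAc released from R1A so a rise in polarization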
SR-BI HDL uptake = blocks mouse SR-BI lipid uptake from DiI-HDL | Q61009 | ldlA[mSR-BI] CHO cells, DiI-HDL uptake fluorescence, 3 h | inhibition, % at 12.5 µM | actives 0.96% (n = 320,000);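 active = mean replicate inhibition of at least 70% and a set share of replicates each scoring 70 or more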;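 also: 0% = median of neutral control wells and 100% = median of positive control wells; values of inactives mirror those of a sister screen read the other way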
SR-BI uptake up = enhances SR-BI lipid uptake from DiI-HDL; CHO ldlA[mSR-BI] cells, DiI-HDL uptake fluorescence, 3 h; 100 = double the neutral-control signal; activation, % at 12.5 µM; actives 0.096% (n = 320,000); AID 504775;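 active = mean replicate activation of at least 60% and every replicate at or above 60%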;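 also: 0% = median plate neutral-control signal and 100% = twice that signal; values of inactives mirror those of a sister screen read the other way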
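Material – SR-BI-overexpressing, LDLR-lacking CHO cells · Medium – BSA-supplemented, HEPES-buffered Ham's F12, pH 7.4 · Doses – single concentration · Times – compound with DiI-HDL co-incubation, 3 h at 37 °C · Measured by – bottom-read fluorescence, 550/595 nm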
CDK5 p35 inh = blocks human CDK5/p35 kinase activity. Q00535+Q15078. Recombinant CDK5/p35, ADP-Glo luminescence, 60 min. inhibition, % at 10 µM. actives 0.01% (n = 330,000). AID 488839;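 active = highest replicate inhibition of at least 50% and at least 75% of replicates reaching 50%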;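 also: plate controls were DMSO neutral control for no effect and GW8510 at 10 µM for full effect; many of its hits are not listed in these tables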
SUMO Mot1 rescue = SUMOylation pathway inhibition by Mot1-301 growth rescue | S. cerevisiae Mot1-301 growth rescue, ATP luminescence, 38.5C; percent above DMSO median, 100 means doubled | growth rescue, % at 18.8 µM | actives 1% (n = 320,000) | AID 2716;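 active = every valid replicate shows activation above 250% relative to neutral control wells; inactive = the rest, any valid replicate at or below 250%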;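 also: OY570 slx delta 5 strain wells were the positive control but not used for scaling; some compounds called inactive have numbers as strong as hits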
Arr AP2 block = blocks beta-arrestin peptide binding to AP2 adaptin; FITC-arrestin peptide / GST-AP2 beads, flow cytometry; AP2 beta2 appendage carries R879A mutation; inhibition, % at 10 µM; actives 0.31% (n = 340,000); AID 504490;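 active = inhibition above a set limit, near 3 SD of compounds lacking own fluorescence, cut at about 54% in these data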;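 also: plate controls were DMSO wells for no effect and 5 µM unlabelled arrestin peptide for full effect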
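Material – GST-tagged AP2 beta2-adaptin appendage (R879A) on 4 µm glutathione beads · Probe or stimulus – fluorescein-tagged arrestin peptide at 50 nM final · Timing – 12 min plus 1 h, RT · Detection – bead flow cytometry, FITC channel · Read-out basis – inhibition as reduced fluorescein signal on beads, percent · Medium – PBS plus Tween 20 (0.05%) and BSA (0.1%)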
Active calls of the source: *; nt = no result given.

no.	SMILES	DSG3 Ab inh	MITF act	PKA-R2B activ	NSD2 HMT inh	dFosB act	PKA-R1A act	SR-BI HDL uptake	SR-BI uptake up	CDK5 p35 inh	SUMO Mot1 rescue	Arr AP2 block
1	COc1cccc(-c2cc(C(=O)Nc3c(C)nn(Cc4ccccc4)c3C)no2)c1	99	-16	5	0	-12	10	nt	nt	-0.8	6	13
2	O=C(Nc1nnc(SCc2ccc(F)cc2)s1)C1Cc2ccccc2CN1C(=O)c1ccco1 (centres undefined)	98	nt	-8	0	-9	3	0	0	-1.6	2	19
3	CCN(CC)S(=O)(=O)c1ccc2oc(C(=O)N3CCc4ccccc4C3)c(C)c2c1	100	-9	-4	nt	-9	6	50	-50	-1.4	7	-4
4	O=[N+]([O-])c1cc(-c2nnc(N3CCOCC3)c3ccccc23)ccc1N1CCOCC1	82	-11	-6	2	-5	-7	14	-14	0.3	24	7
5	O=C(CN(C(=O)c1ccccc1Cl)C1CCCCC1)Nc1ccc(Cl)c([N+](=O)[O-])c1	102	-3	-4	-1	-3	-4	18	-18	1.7	-5	23
6	O=C(CSc1nc(Nc2ccccc2)nc(N2CCOCC2)n1)Nc1cccc([N+](=O)[O-])c1	110	42	-7	-1	0	-14	68	-68	-2.5	-3	-11
7	CC(C)(C)c1ccc2c(c1)N(CC(=O)N1CCOCC1)C(=O)CO2	nt	-2	5	2	-9	-9	-10	10	-0.3	227	-8
8	Cc1c(C(=O)N(C)C(C)c2ccncn2)oc2c(F)cccc12 (centres undefined)	103	3	-3	17	-7	-9	7	-7	-0.2	0	4
9	COc1cc(C)c(Br)cc1S(=O)(=O)NCc1ccccc1	95	-2	5	-1	0	-6	-10	10	-1.3	-2	11
10	CCCCCn1c(SCCOCC)nc2c1c(=O)[nH]c(=O)n2C	105	-19	-6	nt	5	5	4	-4	-0.1	23	9
11	Cc1nc(NC(=O)c2ccco2)sc1C(=O)O	nt	-17	2	19	-4	2	-25	25	15	-19	6
12	CS(=O)(=O)N1CC2CCCN2c2cc(C(F)(F)F)ccc21 (centres undefined)	115	0	-9	1	-9	5	45	-45	-2.2	-8	5
13	COc1ccc(NC(=O)c2ccc(Cn3cc(Cl)cn3)cc2)cc1	88	17	-7	-7	-9	3	11	-11	-4.2	20	-10
14	CCCOC(=O)Nc1nc(-c2ccc(C)cc2)c(C)s1	108	20	-13	0	-3	-10	7	-7	0.1	0	29
15	O=C(Nc1ncc(S(=O)(=O)c2ccc([N+](=O)[O-])cc2)s1)c1ccccc1F	98	3	6	0	1	1	nt	nt	0.0	336	17
16	CC(=O)N[C@H]1[C@H]([C@H](O)[C@H](O)CO)OC(C(=O)O)=C[C@@H]1O	102	-1	-12	nt	0	-8	1	-1	-0.8	1	-1
17	CCCN(CCC)C(=O)c1ccc2c(c1)N(CC)C(=O)c1ccccc1S2(=O)=O	99	-4	-2	5	-3	-1	18	-18	1.4	-11	35
18	CN1CCN(C(=O)/C=C/c2ccccc2)CC1	123	nt	3	1	6	-4	-8	8	1.5	-2	-3
19	COc1ccc(C2CC(=O)C(C=NCC(C)C)=C(O)C2)cc1 (centres undefined)	116	nt	2	0	-5	-7	-1	1	0.4	-10	11
20	C=C1CCN([C@H](C(=O)NCc2ccc(OC)cc2)C(C)C)S(=O)(=O)c2ccccc21	99	-3	-2	nt	0	-15	0	0	-4.6	-2	nt
21	COc1ccc(C2C(C#N)=C(N)N(Nc3ccccc3)C3=C2C(=O)CC(C)(C)C3)cc1C (centres undefined)	100	-16	0	0	0	-3	0	0	0.7	nt	31
22	CCn1c(Cc2ccc(OC)cc2)nnc1SCC(=O)Nc1nc2ccccc2s1	100	-1	-4	-13	1	-16	-14	14	0.3	47	9
23	Cc1ccc(S(=O)(=O)N2CCC(c3nnc(SCCN4CCCC4)n3C)CC2)cc1	114	0	5	3	-1	3	nt	nt	-0.6	142	20
24	Cc1ccc(C(=O)Nc2ccc(C(=O)N3CCCCC3C)cc2)cc1 (centres undefined)	nt	3	-1	-2	-10	9	3	-3	0.6	78	-10
25	Cc1ccccc1Cn1nc(C)c(NC(=O)c2noc3c2CC(C(C)(C)C)CC3)c1C (centres undefined)	103	10	-13	-1	0	5	47	-47	0.3	-16	20
26	CCN(CC(=O)Nc1ccc(NC(C)=O)cc1)C(=O)c1cccc(S(=O)(=O)N2c3ccccc3CC2C)c1 (centres undefined)	99	-3	-3	0	-8	-11	7	-7	-1.3	41	-9
27	COCCN(C(=O)c1ccc(N2CCCC2=O)cc1)c1c(N)n(CC(C)C)c(=O)[nH]c1=O	100	-3	-9	17	0	-5	-20	20	0.8	11	6
28	OCC1CCCN(C2CCN(Cc3nc(Cc4cccc(C(F)(F)F)c4)no3)CC2)C1 (centres undefined)	100	-7	3	-3	0	-5	2	-2	1.1	-4	26
29	CC(Oc1ccc(F)cc1)C(=O)Nc1ccc(N2CCOCC2)cc1N1CCOCC1 (centres undefined)	107	3	-13	7	-3	-2	14	-14	-0.6	10	-2
30	Cc1ccc(CNS(=O)(=O)c2ccc([N+](=O)[O-])cc2)cc1	110	2	-13	3	-3	1	nt	nt	-0.2	-19	14
31	C#CCOCCOCCOCCNc1nc(N2CCN(C(=O)Cn3cc(CC(C)O)nn3)CC2)nc(N2CCN(C(=O)[C@H]([C@@H](C)CC)n3cc(CCCCN)nn3)CC2)n1 (some centres undefined)	107	-5	-12	nt	-6	-8	3	-3	-1.8	nt	0
32	COc1ccc(CCNC(=O)CN2CCCc3ccccc32)cc1OC	nt	nt	-5	3	-7	2	10	-10	-0.3	-12	-5
33	CC(NC(=O)Nc1ccccc1F)C(C)(C)C (centres undefined)	86	4	-1	-1	6	0	-11	11	-2.8	-9	-3
34	CCNC(=S)NNc1nc(N2CCCCC2)nc(N2CCOCC2)n1	100	11	-3	-8	-4	-8	-12	12	0.0	-10	3
35	Cc1cc(C)c2c(ccc3ccccc32)n1	nt	1	0	-1	-21	-1	2	-2	-1.0	nt	-8
36	O=C(NCCCn1ccnc1)c1cccc(Cl)c1	93	-2	12	-4	1	-2	-22	22	0.8	-3	-1
37	CC1CN(C(=O)Cc2ccc(-c3ccccc3)cc2)CC(C)O1 (centres undefined)	102	-1	5	4	-3	4	12	-12	0.1	4	1
38	O=C(Nc1ccc([N+](=O)[O-])cc1)Nc1ccon1	103	-35	-11	-1	11	-6	-8	8	0.9	8	54
39	CCN(c1ccccc1)S(=O)(=O)c1cc2c3c(c1)C(C)C(=O)N3CCC2 (centres undefined)	nt	13	7	11	-8	3	12	-12	0.5	11	-6
40	NNC(=O)CNc1cccc(Br)c1	95	14	-4	-1	1	-5	-20	20	-0.5	3	32
41	COc1cccc(CN(C)C(=O)C23CC4CC(CC(C4)C2)C3)c1	101	-7	-1	-7	4	-3	3	-3	-0.3	-7	20
42	O=C(CSc1ccc([N+](=O)[O-])cc1)Nc1cccc(S(=O)(=O)Nc2ccccc2F)c1	87	0	-2	nt	10	-4	11	-11	-1.5	13	-10
43	Cc1ccccc1NC(=O)Cn1c(=O)n(C)c2ccccc21	97	-16	4	1	-8	-4	-3	3	-1.2	5	2
44	COc1ccc(C2=NN(CCC(=O)NCc3ccc4c(c3)OCO4)C(=O)CC2)cc1	107	0	-17	-3	4	-9	6	-6	0.3	80	12
45	Cc1ccc(-c2csc(N)n2)cc1	nt	52	-5	2	-10	0	10	-10	-2.1	nt	-7
46	O=C(Nc1ccccc1C(=O)O)c1cccc(NC(=O)c2ccco2)c1	97	nt	-8	-1	-11	-4	1	-1	-1.1	18	16
47	COc1ccccc1NC(=S)N1CCN(C(=O)C2CCCO2)CC1 (centres undefined)	90	2	-2	-3	-4	-5	-20	20	-1.3	12	5
48	COc1ccc(Cc2c(O)nc(SCC(=O)c3ccc(OC)cc3)[nH]c2=O)cc1	99	-4	-10	3	-8	-6	-22	22	-0.6	4	-17
49	Cc1cccc(Cc2nnc(CCC(=O)N(C)C3CCOC3)o2)c1 (centres undefined)	93	24	14	-3	0	2	-14	14	-0.5	313	0
50	CC(C)CCNC(=O)CN(Cc1ccc2c(c1)OCO2)C(=O)CCC(=O)Nc1ccccn1	nt	0	0	0	-8	1	-21	21	-1.2	-17	1
51	Cc1ccc(NC(=O)Cn2c(CCC(=O)O)ccc2-c2cccs2)cc1	100	9	2	-3	-14	4	14	-14	-0.4	526*	-2
52	CCOC(=O)NC1(C(F)(F)F)N=C(c2ccccc2)NC1=O (centres undefined)	nt	nt	11	0	-10	-5	-7	7	-0.5	8	-3
53	CCOC(=O)c1ccc(NC(=O)CNC(=O)c2ccccc2)cc1	109	-2	-8	0	-7	-6	14	-14	1.5	nt	-2
54	O=C(C1=C(O)C(=O)N(CCN2CCOCC2)C1c1ccccc1)c1cccs1 (centres undefined)	106	10	1	1	5	-14	-13	13	0.5	-7	-3
55	Fc1cccc(C2CC(c3cccc(Br)c3)Nc3nnnn32)c1 (centres undefined)	106	-17	1	-1	-12	1	9	-9	2.2	-3	6
56	Cc1cc(C)n(C(C)CNS(=O)(=O)c2ccc(Cl)cc2)n1 (centres undefined)	91	-2	0	3	-4	-2	-3	3	-1.0	-10	-20
57	Cc1ccc(N2CCN(/N=C/c3c(C)nn(-c4ccccc4)c3Cl)CC2)cc1	113	5	4	1	4	-4	59	-59	-1.4	-24	-2
58	Cc1ccc(C(O)C(=O)c2ccco2)cc1 (centres undefined)	104	-5	-6	nt	-1	1	8	-8	2.0	9	-4
59	O=C(Cc1ccc2c(c1)OCCO2)Nc1cc(C(F)(F)F)ccc1N1CCOCC1	102	0	-3	-2	-4	-9	-12	12	1.7	nt	-3
60	COc1ccc(NCc2nnc(SCC(=O)Nc3cccc(C)c3)o2)cc1	106	nt	-10	2	-4	2	7	-7	-0.3	nt	1
